# Compound activity: PubChem, Johns Hopkins Ion Channel Center
# KCNQ2 block = KCNQ2 potassium channel inhibitors, primary screen, cell-based, CHO-K1, FluxOR thallium flux, B-score (AID 2156); B-score at 10 µM; 20 min; active compounds read low; O88943; 310,000 tested, 1.1% active;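 active = fluorescence ratio B-score at most minus 3 library SDs, with starting brightness B-score within 2 library SDs, cut at about -5.5 in these data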
# Kir21 block = inhibitors of mouse Kir2.1 inward-rectifier potassium channel; P35561; HEK293-Kir2.1, FluxOR thallium flux fluorescence; active compounds read low; B-score at 10 µM; 310,000 tested, 0.85% active;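 active = fluorescence ratio B-score at or below minus 3 SD of library scores, with starting-brightness B-score within 2 SD, cut at about -4.2 in these data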;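 note: channel flux triggered by added potassium and thallium sulfate stimulus; B-score of peak minus minimum fluorescence over baseline after thallium stimulus; more negative B-score means stronger Kir2.1 block with less thallium influx; some compounds called inactive have numbers as strong as hits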
# Target sequence (P35561 whole entry, looked up): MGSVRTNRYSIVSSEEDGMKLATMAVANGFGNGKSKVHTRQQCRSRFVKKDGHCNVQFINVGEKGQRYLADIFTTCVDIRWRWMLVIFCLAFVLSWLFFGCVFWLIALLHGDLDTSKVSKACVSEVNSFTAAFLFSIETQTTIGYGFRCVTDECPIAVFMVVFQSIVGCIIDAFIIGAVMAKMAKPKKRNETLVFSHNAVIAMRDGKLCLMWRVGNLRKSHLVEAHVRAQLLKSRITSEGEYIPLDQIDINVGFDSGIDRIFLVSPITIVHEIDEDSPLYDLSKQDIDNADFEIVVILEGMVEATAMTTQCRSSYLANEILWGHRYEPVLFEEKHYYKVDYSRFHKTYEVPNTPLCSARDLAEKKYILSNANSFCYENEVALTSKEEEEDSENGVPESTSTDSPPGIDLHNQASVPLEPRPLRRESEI
# CHT block = inhibitors of human choline transporter CHT; Q9GZV3; CHT-expressing cells, membrane potential dye, choline response; active compounds read low; B-score at 10 µM; 310,000 tested, 0.86% active; AID 488975;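 active = B-score over 3 SD under the library average, and starting fluorescence ratio not unusually high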;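 note: choline stimulus applied at its EC90 after an EC20 pre-addition; B-score computed on integrated fluorescence ratio after choline addition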
# Target sequence (Q9GZV3 whole entry, looked up): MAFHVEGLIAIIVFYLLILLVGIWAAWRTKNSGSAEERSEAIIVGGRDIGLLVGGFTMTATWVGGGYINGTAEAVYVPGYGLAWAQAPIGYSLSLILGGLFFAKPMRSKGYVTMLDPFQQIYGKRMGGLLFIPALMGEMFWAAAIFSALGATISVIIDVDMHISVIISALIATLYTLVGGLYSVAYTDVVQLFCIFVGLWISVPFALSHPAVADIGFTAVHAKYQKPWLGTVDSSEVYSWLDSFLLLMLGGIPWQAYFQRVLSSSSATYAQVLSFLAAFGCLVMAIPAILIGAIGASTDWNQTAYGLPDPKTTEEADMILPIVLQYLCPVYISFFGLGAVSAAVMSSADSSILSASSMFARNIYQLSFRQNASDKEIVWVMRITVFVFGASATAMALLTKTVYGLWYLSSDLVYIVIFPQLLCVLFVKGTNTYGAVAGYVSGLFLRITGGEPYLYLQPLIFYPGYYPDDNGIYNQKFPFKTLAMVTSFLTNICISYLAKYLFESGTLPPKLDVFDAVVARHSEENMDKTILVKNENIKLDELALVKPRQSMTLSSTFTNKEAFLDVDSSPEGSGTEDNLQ
# The depositor's hits bear a star; i = inactive; nt = no result given. An unsorted share of the library; 2.6% or so of the library scored in one or more.
SMILES,KCNQ2 block,Kir21 block,CHT block
CN(c1ccc(Br)cc1)S(=O)(=O)c1ccc2[nH]cc(C(=O)NCCN3CCOCC3)c(=O)c2c1,i,-0.12,i
COc1ccc(NC(C)=O)cc1S(=O)(=O)Nc1ccccc1C(=O)NCCc1ccccc1,i,-0.16,i
CN(C)S(=O)(=O)c1cc(NC(=O)c2cc(=O)c3ccccc3o2)ccc1Cl,i,0,i
Cc1ccc(N2C(=O)C3C4C=CC(CNC(=S)Nc5ccc(F)cc5)(O4)C3C2=O)cc1 (stereo not given),i,-0.21,i
Cc1ccn(C(=O)c2ccc(NC(=O)C3CCCCC3)cc2)n1,i,-0.47,i
COc1c(Cl)cnn(-c2ccccc2)c1=O,i,0.15,i
CN(C)S(=O)(=O)N1CCN(CC(=O)Nc2ccc(Br)cc2)CC1,i,-0.53,i
CCN(C(=O)Cc1cccs1)c1nnc(-c2cc(OC)c(OC)c(OC)c2)s1,i,-1.13,i
CCNC(=O)CN(CCc1ccccc1)S(=O)(=O)c1ccc(OC)cc1,i,0.48,i
COc1ccc(C)cc1-n1nnnc1SCc1nc2ccccc2c(=O)[nH]1,i,0.4,i
Cc1ccc(N(Cc2ccco2)C(=O)c2cccc(S(=O)(=O)N(C)C)c2)cc1,i,-3.76,i
COc1ccccc1CNC(=O)CSc1ncc(C(=O)Nc2ccccc2)c(=O)n1C,i,-0.35,i
O=C(CSc1nc2ccccc2[nH]1)N1CCCCC1,i,0.03,i
COc1ccc(NC(=O)Cn2c(=O)n(CC(=O)NCc3ccco3)c(=O)c3ccccc32)cc1,i,-0.94,i
CSc1nc(N)nc(-c2cccs2)c1C#N,i,-1.12,i
Cc1ccc(Oc2nn[nH]n2)cc1,i,0.8,i
COc1cc(C(=O)NCc2cn3cccc(C)c3n2)cc(OC)c1OC,i,0.39,i
CC(NC(=S)NNS(=O)(=O)c1ccc(C(C)(C)C)cc1)c1ccccc1 (stereo not given),-10.4*,-0.24,i
CCCN(CCC)C(=O)CC(c1ccccc1)c1ccco1 (stereo not given),i,-3.16,i
Cc1c(CCC(=O)O)c(=O)oc2cc3occ(-c4ccc(F)cc4)c3cc12,i,0.38,i
Cc1ccccc1OCC(O)CN1CCN(CCN2C(=O)c3cccc4cccc(c34)C2=O)CC1 (stereo not given),i,0.09,i
O=C(COc1ccc(Br)cc1)Nc1cc(S(=O)(=O)N2CCCCC2)ccc1N1CCCCC1,i,-0.18,i
O=C(CSCc1ccc(Cl)c(Cl)c1)Nc1c[nH]c(=O)[nH]c1=O,i,1.5,i
CCOc1ccc(NC(=O)NCc2ccco2)cc1,i,1.74,i
O=S(=O)(Cc1ccccc1)Nc1ccc(S(=O)(=O)NCC2CCCO2)cc1 (stereo not given),i,-0.97,i
Cc1ccc(N2C(=O)c3ccccc3C2Nc2ccc(S(=O)(=O)N3CCOCC3)cc2)nc1 (stereo not given),i,0.53,i
COc1cccc(C(=O)Nc2ccc(N3CCN(S(C)(=O)=O)CC3)cc2)c1,i,0.37,i
Cc1cccc(C(=O)NC2CC3CCCC(C2)N3Cc2ccccc2)c1 (stereo not given),i,0.06,i
CCn1c(=O)c(CCC(=O)NCCN2CCOCC2)c(C)c2c(C)nn(-c3cccc(C)c3)c21,i,-0.48,i
Cc1cc(C)nc(SC(C)CNS(=O)(=O)c2ccccc2)n1 (stereo not given),i,0.07,i
Nc1cc(OC(=O)c2cccs2)nn1S(=O)(=O)c1ccccc1,i,0.15,i
COc1ccc(/C=C2\Oc3cc(OCC(=O)N4CC(O)C[C@H]4C(=O)O)ccc3C2=O)c(OC)c1OC (stereo not given in full),i,1.14,i
CCN1CCN(C2=C(NS(=O)(=O)c3ccc(Br)cc3)C(=O)c3ccccc3C2=O)CC1,i,-0.13,i
O=C(CSc1nnc(C2CC2)n1CC1CCCO1)Nc1ccc(Cl)cc1 (stereo not given),i,0.16,i
O=C(CN1C(=O)NC2(CCSC2)C1=O)N1CCN(c2ccc(F)cc2)CC1 (stereo not given),i,-0.09,i
O=C(COC(=O)c1cc([N+](=O)[O-])ccc1N1CCOCC1)Nc1ccccc1OC(F)F,i,-0.33,i
COc1cc(NC(=O)c2cc(C)no2)cc(OC)c1OC,i,0.55,i
COc1ccc(C2=NS(=O)(=O)N(C)C(C(=O)NC3CCCCC3)=C2)cc1,i,0.43,i
Cc1ccc(C)c(-c2nnc(OCC(=O)Nc3cc(C)on3)c3ccccc23)c1,i,-0.69,i
O=C(N=NC(=O)c1ccco1)c1ccc2c(O)n(N3C(=O)c4ccccc4C3=O)c(O)c2c1,i,0.14,i
Cc1ccc(NC(=O)c2c3c(nc4ccccc24)CCC3)cc1S(=O)(=O)N(C)C,i,1.47,i
COC(=O)c1ccc(C2/C(=C(\O)c3ccc4c(c3)OCCO4)C(=O)C(=O)N2c2nnc(C)s2)cc1 (stereo not given),i,-1.26,i
CC(=O)Nc1ccc(N(CC(O)Cn2c3ccccc3c3ccccc32)S(=O)(=O)c2ccc(C)cc2)cc1 (stereo not given),i,1.49,i
Cc1ccc2cccc(S(=O)(=O)Nc3c(C)n(C)n(-c4ccccc4)c3=O)c2n1,i,0.07,i
O=C1C2=C(C(c3ccccc3)=NCCN2)C(c2cccc([N+](=O)[O-])c2)N1c1ccccc1 (stereo not given),i,-3.37,i
CCOC(=O)N1CCN(c2ccc(N3C(=O)CCCC3=O)cc2[N+](=O)[O-])CC1,i,0.53,i
Cc1nc2cc(CO)ccc2s1,i,-2.42,i
Cn1cc(S(=O)(=O)Nc2ccc(Oc3ccccc3)cc2)c(=O)n(C)c1=O,i,-0.89,i
COCc1cc(/C=N\NC(=O)c2ccc(Cl)cc2)ccc1OC,i,2.29,i
CCOc1ccccc1NC(=O)C1CCCN(S(=O)(=O)c2cccc3nsnc23)C1 (stereo not given),i,-0.39,i
Cc1ccc(C)c(N(CC(=O)NC(C)C)C(=O)CCC(=O)Nc2ccccn2)c1,i,-0.64,i
COc1ccc(CC(NC(C)=O)C(=O)NC2CCN(C(=O)c3ccc(Cl)cc3)CC2)cc1 (stereo not given),i,-2.29,nt
CCN(c1ccc(NC(=O)COC(=O)c2cccs2)cc1)C(C)C,i,2.21,i
CC(=O)Nc1ccccc1/C=C/c1ccc2c(C)cc(C)c(O)c2n1,i,-0.47,i
COc1ccc(C(=O)Nc2ccc(Cl)cc2C(=O)N2CCCC(C)C2)cc1 (stereo not given),i,0.54,i
CC(C)C[C@H](NC(=O)NCCC1=CCCCC1)C(=O)O,i,-0.71,i
O=C(CCNC(=O)N1CC(=O)Nc2ccccc21)Nc1cccc(Cl)c1,i,-1.65,i
COc1cc(NC(=O)Cn2nc(-c3ccc(F)cc3)ccc2=O)ccc1-n1cnnn1,i,0.45,i
COc1ccc(CNC(=O)CCNS(=O)(=O)c2ccc(C)cc2)cc1,i,-0.2,i
O=C(NCCc1ccc(F)cc1)NC12CC3CC(CC(C3)C1)C2,i,0.85,i

# Following part:
SMILES,KCNQ2 block,Kir21 block,CHT block
COc1ccc(-n2nc(C(=O)NCC(=O)Nc3cccc(Cl)c3)c3ccccc3c2=O)cc1,i,-1.63,i
COCCCNC(=O)CCc1nc2cccnc2n1Cc1ccc(OC)cc1,i,-0.03,i
CCCCCCCC(=O)NC1=NC(=O)C(C)(C)S1,i,0,i
CC1CC(N(C(=O)c2ccco2)c2ccccc2)c2ccccc2N1C(=O)c1ccco1 (stereo not given),i,-3.64,i
O=C(Nc1nnc(-c2cccs2)o1)c1cc(-c2ccccc2)nc2ccccc12,i,0.01,i
CCCn1c(CN2CCN(C(=O)OCC)CC2)nc2cc(NC(C)=O)ccc21,i,-0.02,i
CN(C(=O)CSc1ccccc1C(=O)O)C1CCCCC1,i,2.07,i
CC(C)c1ccc(N(CC(=O)NC2CCCCC2)C(=O)CNC(=O)c2ccco2)cc1,i,-1.84,i
Cc1ccc(C(=O)NCCNS(=O)(=O)c2ccccc2)cn1,i,-0.14,i
CCC(=O)N1CCc2cc(Br)cc(S(=O)(=O)CCC(=O)NCC3CCCO3)c21 (stereo not given),i,1.99,i
Cc1noc(NS(=O)(=O)c2ccc(NC(=O)C(F)(F)F)cc2)c1C,i,1.21,i
COc1cc(NC(=O)COC(=O)c2n[nH]c3ccccc23)c(C)cc1[N+](=O)[O-],i,-0.91,i
Cc1ccc(N2C(N)=C(C#N)C(c3cc(CN4CCOCC4)cs3)C3=C2CC(C)(C)CC3=O)cc1 (stereo not given),i,-0.57,i
N#CC1(NC(=O)Cn2cc(C(F)(F)F)cc(Cl)c2=O)CCCCC1,i,0.46,i
COCc1[nH]c(=S)[nH]c(=O)c1C,i,0.02,i

# Some of the entries so far, with bars between the fields:
Compound | KCNQ2 block | Kir21 block | CHT block
Cc1ccc(C(=O)NCCNS(=O)(=O)c2ccccc2)cn1 | i | -0.14 | i
CCC(=O)N1CCc2cc(Br)cc(S(=O)(=O)CCC(=O)NCC3CCCO3)c21 (stereo not given) | i | 1.99 | i

# The list goes on:
SMILES,KCNQ2 block,Kir21 block,CHT block
Cc1ccccc1NC(=O)Cc1nnc(NC(=O)Nc2ccccc2F)s1,i,0.06,i
Cc1ccccc1C(=O)NC1CCN(CC(=O)NC2CCCCC2)CC1,i,0.05,i
COC(=O)c1c(-c2cccs2)csc1NC(=O)CN1CCOCC1,i,0.75,i
CS(=O)(=O)N1CCN=C1SCc1ccccc1,i,2.06,i
Cc1ccc(N2C(N)=C(C#N)C(c3ccsc3)C3=C2CC(C)(C)CC3=O)cc1 (stereo not given),i,1.39,i
COCCNc1ccc(N2C(=O)C3CCCCC3C2=O)cc1[N+](=O)[O-] (stereo not given),i,3.37,i
Cc1cc(Nc2ccccc2)nc(NCc2ccccc2)n1,-6.2*,-10.7*,i
O=C(O)CCC(=O)Nc1sc2c(c1C(=O)NCc1ccccc1)CCCC2,i,-1.11,i
CCc1cccc(NC(=O)C2CCCN(S(=O)(=O)c3cccnc3)C2)c1 (stereo not given),i,0.5,i
CC(C)(C)C(=O)Nc1cc(NC(=O)C(C)(C)C)cc(C(=O)Nc2c[nH]c(=O)[nH]c2=O)c1,i,0.64,i
CCNC(=O)Oc1ccc[nH]c1=O,i,0.02,i
COc1cc(C(=O)NCc2ccc3[nH]c(C)cc3c2)cc(OC)c1OC,i,-0.67,i
CC(=O)N/N=C/c1c(C)[nH]n(-c2ccccc2)c1=O,i,0.63,-5.83*
CC1=NNC(=O)C1Cc1ccccc1C (stereo not given),i,-2.29,i
CCCC(=O)N(CCN1CCOCC1)c1nc2cc(C)c(C)cc2s1,i,0.76,i

# Seven entries picked at random from the list so far:
SMILES,KCNQ2 block,Kir21 block,CHT block
CCc1cccc(NC(=O)C2CCCN(S(=O)(=O)c3cccnc3)C2)c1 (stereo not given),i,0.5,i
Cc1ccc(N2C(N)=C(C#N)C(c3ccsc3)C3=C2CC(C)(C)CC3=O)cc1 (stereo not given),i,1.39,i
Cc1ccccc1NC(=O)Cc1nnc(NC(=O)Nc2ccccc2F)s1,i,0.06,i
Cc1cc(Nc2ccccc2)nc(NCc2ccccc2)n1,-6.2*,-10.7*,i
Cc1ccccc1C(=O)NC1CCN(CC(=O)NC2CCCCC2)CC1,i,0.05,i
COC(=O)c1c(-c2cccs2)csc1NC(=O)CN1CCOCC1,i,0.75,i
CS(=O)(=O)N1CCN=C1SCc1ccccc1,i,2.06,i

# Further structures follow.
SMILES,KCNQ2 block,Kir21 block,CHT block
CC(C)(C)c1ccccc1OCC(=O)Nc1ccccc1C(=O)NCc1cccnc1,i,-5.95*,i
CCN1CCC(Nc2ccnc3cc(Cl)ccc23)CC1,i,0,-6.57*
COc1ccc(OCC(=O)Nc2ccc(C(=O)Nc3ccccc3C(=O)O)cc2)cc1,i,1.28,i
CC1Cc2ccccc2N1C(=O)CSc1nnc(-c2ccc(S(=O)(=O)N3CCCC3)cc2)o1 (stereo not given),i,2.34,i
Cc1ccc(OC(=O)c2ccc3snnc3c2)cc1,i,0.18,i
c1cncc(CSc2nnc3ccc(-c4ccco4)nn23)c1,i,1.46,i
Cc1ccc(C(=O)O)cc1NC(=S)NC(=O)Cc1ccccc1,i,-0.47,i
COCCCn1c(C(=O)N2CC(C)OC(C)C2)cc2c(=O)n3ccccc3nc21 (stereo not given),i,0.82,i
CCOC(=O)C(Cc1c(F)cccc1Cl)c1ccnc2nc(N)nn12 (stereo not given),i,-0.3,i
COc1cccc(/C=N/NC(=O)C(=O)NCc2ccco2)c1OC,i,-0.71,i
Cc1oc2ccc(OCc3ccc(F)cc3Cl)cc2c1C(=O)O,i,0.07,i
Cc1cccc(N(C)S(=O)(=O)c2csc(C(N)=O)c2)c1,i,-1.52,i
COc1ccc(O)c(C=Nc2cc(C)on2)c1,i,-1.47,i
CCn1c(-c2cc(-c3ccc(C)cc3)nc3ccccc23)n[nH]c1=S,i,0.04,i
CCOC(=O)c1ccc(NS(=O)(=O)c2cc(-c3nnnn3CC)ccc2OC)cc1,i,1.29,i
Cc1nc(C)c(-c2csc(NCc3ccccc3)n2)s1,i,-0.11,i
C=CCn1c(SCC(=O)Nc2cc(C)ccc2C)nnc1-c1cnccn1,i,-0.5,i
O=C(NCC(c1ccco1)N1CCCCC1)c1ccc(OCc2ccccc2)cc1 (stereo not given),i,-0.2,i
CCn1ncc(N2CCOCC2)c(Cl)c1=O,i,0.04,i
Cc1cc(N)nc2nc(C(F)(F)F)nn12,i,1.13,i
COc1cc(N=Cc2c(CO)cnc(C)c2O)cc(OC)c1OC,i,2.47,i
COc1ccc(CC(=O)Nc2ccc(C(N)=O)cc2)cc1,i,-0.47,i
